TrxR1 inh: qHTS Assay for Inhibitors of Mammalian Selenoprotein Thioredoxin Reductase 1 (TrxR1): qHTS. Thioredoxin reductase 1, cytoplasmic (Rattus norvegicus), O89049. recombinant rTrxR1, NADPH fluorescence consumption, selenite substrate. Potency, µM (titrated, usually from 114 µM), for the others: at the top dose activity change, negative = inhibition, hits mostly inhibitors. 1% of 390,000 active. AID 588453, 2011; also: potency is read from the fitted curve at half-maximal effect; % is scaled to controls: 0 for no effect and ±100 for the full control effect; nearly all actives have a fitted effect of over 65% in size
Target sequence (O89049 whole entry, looked up): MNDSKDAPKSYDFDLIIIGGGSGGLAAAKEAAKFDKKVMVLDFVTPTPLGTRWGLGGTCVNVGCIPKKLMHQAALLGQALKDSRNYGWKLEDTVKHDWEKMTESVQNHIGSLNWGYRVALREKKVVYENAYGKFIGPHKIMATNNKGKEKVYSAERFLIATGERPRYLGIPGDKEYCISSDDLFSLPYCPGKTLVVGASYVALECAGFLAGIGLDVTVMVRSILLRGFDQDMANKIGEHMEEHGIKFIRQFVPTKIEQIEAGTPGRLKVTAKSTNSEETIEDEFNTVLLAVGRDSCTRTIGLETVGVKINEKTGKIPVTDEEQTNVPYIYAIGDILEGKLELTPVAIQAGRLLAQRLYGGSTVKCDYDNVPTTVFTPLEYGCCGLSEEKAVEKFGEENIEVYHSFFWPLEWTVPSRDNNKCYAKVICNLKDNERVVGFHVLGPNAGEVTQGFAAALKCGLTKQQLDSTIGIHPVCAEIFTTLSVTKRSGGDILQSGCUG
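Rat TrxR1 (90 nM in the dispensed reagent) was pre-reduced with 400 uM NADPH for 5 min at room temperature, then incubated with compound for 15 min. After 400 uM selenite was added, NADPH fluorescence (Ex 340/Em 450 nm) was followed for 8 min.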
mIDH1 inhibitor: qHTS for Inhibitors of mutant isocitrate dehydrogenase 1 (IDH1): qHTS. 0.093% of 390,000 active. Isocitrate dehydrogenase [NADP] cytoplasmic (Homo sapiens), O75874. Potency, µM (highest dose often 76.6 µM), inactives show at the top dose activity change, negative = inhibition, actives largely listed as inhibitors. IDH1-R132H enzyme, NADPH consumption, diaphorase/resazurin fluorescence; also: potency is read from the fitted curve at half-maximal effect; % is scaled to controls: 0 for no effect and ±100 for the full control effect; nearly all actives have a fitted effect of over 65% in size
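IDH1-R132H (0.5 ug/mL dispensed) in pH 7.5 Tris buffer was preincubated 30 min with compound, then given a substrate mix of 0.016 mM NADPH and 2 mM alpha-KG for 80 min at room temperature; remaining NADPH was read by diaphorase/resazurin fluorescence.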
TrxR1 substrate: qHTS Assay for Substrates of Mammalian Selenoprotein Thioredoxin Reductase 1 (TrxR1): qHTS. AID 588456, 2011. purified TrxR1 substrate turnover, NADPH consumption readout. 0.01% of 390,000 active. Potency, µM (doses to about 114 µM), for inactives: top-dose activity change, negative = substrate turnover; also: potency is read from the fitted curve at half-maximal effect; % is scaled to controls: 0 for no effect and ±100 for the full control effect; nearly all actives have a fitted effect of over 50% in size
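Rat TrxR1, dispensed at 90 nM, was prereduced with 400 uM NADPH (final) for 5 min at ~22 deg C, then incubated with compound 15 min before 400 uM selenite. A first-read NADPH fluorescence drop versus no-compound background flagged substrates.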
TRHR ag: qHTS for Small Molecule Agonists and Allosteric Enhancers of Human TRH Receptor: Primary Screen for Agonists; TRHR cells, calcium flux fluo-8, FDSS agonist mode; activation, % at 2 µM; 0.18% of 360,000 active; Thyrotropin-releasing hormone receptor (Homo sapiens), P34981; in the data active = activation above about 30%; also: 0% is about no effect
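TRHR-expressing cells, plated overnight in medium with 10% serum, were loaded with fluo-8 calcium dye at room temperature. After a 10 s baseline, library compound was pin-added and calcium release was recorded kinetically (ex 480/em 530) as agonist response.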
USP1 inh: Inhibitors of USP1/UAF1: Primary Screen | Potency, µM (titrated, usually from 57.1 µM), for the others: at the top dose activity change, negative = inhibition, actives largely listed as inhibitors | recombinant USP1/UAF1, Ub-Rhodamine cleavage fluorescence | 0.23% of 390,000 active | Ubiquitin carboxyl-terminal hydrolase 1 (Homo sapiens), O94782; also: potency is read from the fitted curve at half-maximal effect; % is scaled to controls: 0 for no effect and ±100 for the full control effect; nearly all actives have a fitted effect of over 60% in size; inactives centre near -12
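High-throughput fluorogenic screen: 1nM USP1/UAF1 complex, Ub-Rho substrate 150nM final, 50mM HEPES pH 7.8 with 0.5mM EDTA, 0.1 mg/ml BSA, 1mM TCEP and 0.01% Tween-20.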
PI4K2A inh: qHTS for small molecular inhibitors of PI4K2A. Phosphatidylinositol 4-kinase type 2-alpha (Homo sapiens), Q9BTU6. purified PI4K2A, ADP-Glo luminescence, 1 h; hits give low values. activity change, negative = inhibition, % at 76.9 µM. 0.13% of 420,000 active; in the data active = activity change below about -50%; inconclusive = mostly about -30% to -49%;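 also: -100% = wells without enzyme as full effect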
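In this quantitative HTS, ADP production by PI4K2A was quantified luminescently after 1 h at ambient temperature; 100 microM adenosine served as plate-quality control.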
TRHR enhancer: qHTS for Small Molecule Agonists and Allosteric Enhancers of Human TRH Receptor: Primary Screen for Enhancers. 0.66% of 360,000 active. enhancement, % at 2 µM. TRHR cells, fluo-8 calcium fluorescence, EC20 TRH enhancement. Thyrotropin-releasing hormone receptor (Homo sapiens), P34981; in the data active = enhancement above about 30%; also: 0% is about no effect
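TRHR-expressing cells loaded with fluo-8 calcium dye were read kinetically (ex 480/em 530) during compound addition, then stimulated with an EC20 of TRH (10 nM final). Enhancement of the Gq-mediated intracellular calcium response was scored.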
D2 agonist: HTS Assay for Allosteric Agonists of the Human D2 Dopamine Receptor: Primary Screen for Agonists. D(2) dopamine receptor (Homo sapiens), P14416. HEK293 T-REx D2 cells, calcium flux agonist mode. activation, % at 2 µM. 0.53% of 340,000 active;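 active = activation over 3 SD above normal in the single-dose calcium agonist read, cut at about 30% in these data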; also: 0% is about no effect
Target sequence (P14416 whole entry, looked up): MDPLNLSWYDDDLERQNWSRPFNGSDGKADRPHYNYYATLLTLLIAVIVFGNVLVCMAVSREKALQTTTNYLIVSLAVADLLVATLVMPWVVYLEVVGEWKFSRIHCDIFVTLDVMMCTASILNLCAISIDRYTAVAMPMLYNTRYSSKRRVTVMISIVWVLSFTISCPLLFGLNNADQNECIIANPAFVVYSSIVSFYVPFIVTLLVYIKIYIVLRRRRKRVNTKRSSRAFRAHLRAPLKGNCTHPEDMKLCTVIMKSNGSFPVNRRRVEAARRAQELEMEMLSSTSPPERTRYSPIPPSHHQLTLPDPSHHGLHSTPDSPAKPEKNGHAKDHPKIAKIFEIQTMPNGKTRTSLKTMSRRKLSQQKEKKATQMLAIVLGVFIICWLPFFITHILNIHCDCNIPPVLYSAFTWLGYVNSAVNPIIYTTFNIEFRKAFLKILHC
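Calcium-flux readout, 1 cycle/sec over 180 s following compound pin transfer, in inducible HEK293 Trex D2 cells (force-coupled); dopamine controls included. Positive calcium responses during this window marked compounds as potential agonists.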
D2 antagonist: HTS Assay for Allosteric Antagonists of the Human D2 Dopamine Receptor: Primary Screen for Antagonists. inhibition, % at 10 µM. D(2) dopamine receptor (Homo sapiens), P14416. HEK293 TREx D2 cells, calcium flux, dopamine EC80. 2% of 340,000 active; in the data active = inhibition above about 30%; also: 0% is about no effect
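Cells plated overnight at 30 C with tetracycline; no-wash calcium dye, 30–90 min RT; 10 s baseline; compound pinned; 180 s read; EC80 dopamine added; another 180 s read.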
An asterisk follows results filed as active; u = inconclusive; x = no result given; [ ] = remark or other dose. Unless noted, calls follow the shape of the dose curve; as a rule, active = well fitted inhibition curve with a large enough effect; inconclusive = small, poorly fitted or top-dose-only effect; inactive = no such curve, though single readings can be large or run the other way.

SMILES	TrxR1 inh	mIDH1 inhibitor	TrxR1 substrate	TRHR ag	USP1 inh	PI4K2A inh	TRHR enhancer	D2 agonist	D2 antagonist
CCc1nc2ccccc2c(C(=O)NCc2ccccc2)c1C	9%[57.1 µM]	1%	3%[57.1 µM]	-1.9	-1%	2	-6	0.3	3
CCOC(=O)CCCCNCc1ccccc1	-8%	12%	-1%	0.5	-5%	15	30*	0.4	20
O=C(CNC(=O)c1ccccc1C(=O)O)c1ccccc1	1%	5%	-1%	-0.2	-20%	0	-3	2.4	4
Cn1c2c(c3ccccc31)CCN1CCC[C@]21c1ccccc1	-1%	-1%	-3%	-0.5	-17%	-3	4	-0.5	1
CO/N=C(/CS(=O)c1ccc(Br)cc1)c1ccc(OC)cc1 (centres undefined)	9%	1%	8%[57.1 µM]	-0.9	-3%	-5	4	-0.9	-15
Cc1ccc(Cl)cc1NC(=O)c1oc2ccc(S(=O)(=O)N3CCC4(CC3)OCCO4)cc2c1C	12%[57.1 µM]	-8%	6%[57.1 µM]	0.5	19%	0	-5	x	x
NC(=O)C1(C(N)=O)OC1c1ccc(Cl)cc1Cl (centres undefined)	4%	0%	-3%	0.5	-19%	10	5	0.2	-15
O=C1Nc2ccccc2C(O)(C(=O)NCc2ccco2)N1c1ccccc1 (centres undefined)	-34%	12%	5%	0.0	-11%	-1	-3	-0.2	3
NC(=S)NN=C(c1ccc(F)cc1)C1CC1	17%[11.4 µM]	12%	14%[57.1 µM]	x	-8%	3	x	x	x
O=C1CN(S(=O)(=O)c2ccc(Br)cc2)c2ccccc2N1	24%	7%	4%	0.6	u	-5	-9	0.4	18
O=C(COC(=O)/C=C/c1ccc(F)cc1)NCc1ccc2c(c1)OCO2	8%	-2%	-5%	x	-24%	-7	x	x	x
Cc1cc(OCCCn2ccnc2)ccc1C(C)C	-5%[57.1 µM]	12%	7%[57.1 µM]	-0.1	-7%	-1	1	x	x

Random excerpt: 2 entries already listed, in no set order.
SMILES	TrxR1 inh	mIDH1 inhibitor	TrxR1 substrate	TRHR ag	USP1 inh	PI4K2A inh	TRHR enhancer	D2 agonist	D2 antagonist
CCOC(=O)CCCCNCc1ccccc1	-8%	12%	-1%	0.5	-5%	15	30*	0.4	20
O=C1Nc2ccccc2C(O)(C(=O)NCc2ccco2)N1c1ccccc1 (centres undefined)	-34%	12%	5%	0.0	-11%	-1	-3	-0.2	3

(continued)
SMILES	TrxR1 inh	mIDH1 inhibitor	TrxR1 substrate	TRHR ag	USP1 inh	PI4K2A inh	TRHR enhancer	D2 agonist	D2 antagonist
CCOC(=O)CCC(=O)Nc1ccc(S(=O)(=O)N2CCCC2)cc1	6%	10%	9%	-0.3	-16%	5	-1	3.6	5
CC1=C(C#N)C(C(F)(F)F)(C(F)(F)F)N=C(c2ccco2)N1	3%	3%	4%	1.5	-17%	-2	1	-0.1	2
COC(=O)c1cc2ccccc2c([N+](=O)[O-])c1O	7%[2.29 µM]	8%	3%[57.1 µM]	x	-27%	3	x	x	x
Cc1ccc(S(=O)(=O)N2CCOCC2)cc1C(=O)N1CC(C)CC(C)C1 (centres undefined)	15%[2.29 µM]	4%	10%[57.1 µM]	x	-17%	-27	x	x	x
COc1ccc2c(=O)cc(-c3ccccc3)n(C)c2c1	-22%	6%	-7%	0.7	5%	-1	2	-0.6	2
C=CCSC1=C(C#N)C(c2ccccc2OC)CC(=O)N1 (centres undefined)	2%[57.1 µM]	-2%	7%[57.1 µM]	-1.2	1%	-14	6	-1.2	8
C=CCOC(=O)/C(=C/c1cccc2ccccc12)NC(=O)c1ccccc1	1%	5%	-7%	-0.5	-19%	0	-1	1.3	0
CCOc1ccccc1NC(=O)Nc1cc(C(=O)O)ccc1C	9%[57.1 µM]	10%	-2%[57.1 µM]	0.3	-23%	5	3	0.0	-4
O=S(=O)(c1ccc(Cl)cc1)N1CCCc2ccccc21	14%	9%	-1%	-0.6	-11%	-3	-8	-1.9	-9
Cn1/c(=N\NC(=O)c2ccccc2Cl)sc2ccccc21	22%[57.1 µM]	9%	8%	0.2	-11%	4	-2	-0.1	0
CCCn1c(CNc2ccccc2O)nc2ccccc21	-8%	6%	4%	0.3	-24%	-1	-1	1.1	-8
O=C(c1cc(COc2ccc(F)cc2Cl)on1)N1CC2C[C@@H]3CC1C[C@H](C2)C3	30%	5%	3%	1.4	-13%	3	18	0.0	-7
COc1ccc(C(=O)C2CCCN(Cc3cccc4c3OCO4)C2)cc1OC (centres undefined)	21%	3%	-3%	-2.2	-8%	5	5	0.0	-4
Cc1sc2ncnc(NCC(O)c3ccccc3)c2c1C (centres undefined)	18%	6%	2%	0.1	-9%	2	-4	0.5	16
CCOc1ccc(N2C=Nc3ccc(OCC)cc3C2)cc1	21%	22%	1%	-0.4	-21%	1	1	0.3	14
CCN1CCN(c2ncnc3c2cnn3-c2cc(Cl)ccc2C)CC1	0%[57.1 µM]	8%	-1%[57.1 µM]	0.1	u	5	-2	x	x
Cc1ccccc1OCC(=O)NCc1ccccc1	1%[57.1 µM]	22%	3%[57.1 µM]	-0.6	-3%	0	0	0.8	1
CN1C(=O)NC(c2ccc(Cl)cc2)C2=C1CC(C)(C)CC2=O (centres undefined)	7%[57.1 µM]	-5%	3%[57.1 µM]	0.3	-22%	-8	6	0.1	-6
CC(=C/C(=O)O)/C=C/c1ccc(Cl)o1	u	2%	10%[57.1 µM]	0.1	-3%	-5	0	-0.3	23
N/C(=N\N=C\c1cccs1)SC1CC(=O)N(c2ccc(Br)cc2)C1=O (centres undefined)	15%[57.1 µM]	-5%	-7%	0.4	-32%	-3	2	x	x
COc1ccccc1N1CCN(C(=O)C(=O)c2c[nH]c3ccccc23)CC1	13%	-2%	-9%	1.0	-9%	3	-6	3.5	-6
CCCN(CCC)S(=O)(=O)c1ccc(C(=O)N2CCCc3ccccc32)cc1	1%	0%	-3%	0.7	-18%	-1	6	0.3	-2
Cc1ccc(S(=O)(=O)N/N=C/c2cccc([N+](=O)[O-])c2)cc1	11%	5%	-2%	0.4	3%	-1	4	1.0	-18
COc1ccc(C(C)N2CC34C=CC(O3)C(C(=O)O)C4C2=O)cc1 (centres undefined)	19%	6%	5%	0.1	-14%	3	6	0.6	-15
CC(Oc1ccccc1)C(=O)Nc1ccccc1O (centres undefined)	-12%	0%	-8%	-0.9	-3%	-1	3	0.7	-2
CC(=O)Nc1ccc(S(=O)(=O)NCCC(=O)NCc2ccncc2)cc1	8%	3%	7%	0.1	-20%	0	13	0.4	4
CC1(C)CC(=O)N(c2cccc(C(F)(F)F)c2)C(=O)C1	16%	0%	12%	0.3	-8%	-3	3	0.0	5
CC(=O)c1cccc(OCc2cc(C(=O)N3C[C@H]4CC[C@H]3C4)no2)c1	28%	-11%	1%	-0.2	-8%	3	-2	-1.4	16
CC(=O)N(C1=C(N2CCOCC2)C(=O)c2ccccc2C1=O)c1ccc(C(=O)O)cc1	7.9µM*	13%	-4%	0.3	u	-29	-3	x	x
CCOc1ccc(-c2c(C#N)c(N)nc3c2c(=O)n(C)c(=O)n3C)cc1OC	-15%	4%	-11%	0.4	-21%	3	-4	-0.3	-18
NC(=O)C1(Nc2ccc(-c3ccccc3)cc2)CCCC1	6%[57.1 µM]	2%	3%[57.1 µM]	x	-9%	4	x	x	x
Cn1c(=O)c2c(nc(N3CCCC3)n2CC(O)CO)n(C)c1=O (centres undefined)	18%[57.1 µM]	4%	9%[57.1 µM]	0.7	-5%	0	1	1.1	8
Cc1nc(C(=O)NC2CCOCC2)sc1C1(C)CC(c2ccccc2)=NO1 (centres undefined)	2%[57.1 µM]	-5%	6%[57.1 µM]	2.2	-10%	-2	3	1.4	12
Cc1cc(C)cc(NC(=S)N(Cc2ccc(Cl)cc2)Cc2ccc(C(=O)O)cc2)c1	-19%	7%	-6%	-0.2	-27%	1	11	-0.3	6
CC(=O)Nc1c2c(nn1-c1ccc(Cl)cc1)CSC2	2%	-13%	-9%	0.0	-4%	-5	2	0.2	4
CCc1ccc(-c2nc(SCC(=O)N(CCOC)c3c(N)n(Cc4ccccc4)c(=O)[nH]c3=O)n[nH]2)cc1	10%	0%	6%	0.3	-15%	4	6	0.5	-8
COc1ccc(-n2ccnc(NCCc3ccc(Cl)cc3)c2=O)cc1OC	11%[57.1 µM]	-4%	4%[57.1 µM]	-0.3	-23%	0	-4	x	x
O=S(=O)(Cc1ccccc1)Nc1ccc(Br)cn1	3%[57.1 µM]	6%	-4%[57.1 µM]	0.0	-19%	7	6	0.4	4

Of the compounds above, these have a cyano group.
SMILES	TrxR1 inh	mIDH1 inhibitor	TrxR1 substrate	TRHR ag	USP1 inh	PI4K2A inh	TRHR enhancer	D2 agonist	D2 antagonist
CC1=C(C#N)C(C(F)(F)F)(C(F)(F)F)N=C(c2ccco2)N1	3%	3%	4%	1.5	-17%	-2	1	-0.1	2
C=CCSC1=C(C#N)C(c2ccccc2OC)CC(=O)N1 (centres undefined)	2%[57.1 µM]	-2%	7%[57.1 µM]	-1.2	1%	-14	6	-1.2	8
CCOc1ccc(-c2c(C#N)c(N)nc3c2c(=O)n(C)c(=O)n3C)cc1OC	-15%	4%	-11%	0.4	-21%	3	-4	-0.3	-18

Marked active in TRHR enhancer, of those listed so far:
SMILES | TrxR1 inh | mIDH1 inhibitor | TrxR1 substrate | TRHR ag | USP1 inh | PI4K2A inh | TRHR enhancer | D2 antagonist
CCOC(=O)CCCCNCc1ccccc1 | -8% | 12% | -1% | 0.5 | -5% | 15 | 30* | 20
